From PubChem
GALK inhibitor = galactokinase (human) inhibition | P51570 | Purified GALK, Kinase-Glo residual ATP luminescence | Potency, µM (series often up to 57.5 µM), for inactives: top-dose activity change, negative = inhibition, actives largely listed as inhibitors | hit rate 0.007% among 270,000 | AID 1868; also: potency is read from the fitted curve at half-maximal effect; % is scaled to controls: 0 for no effect and ±100 for the full control effect
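Kinase-Glo Plus luminescence measured ATP left after a 1 h room-temperature reaction. The reaction used 5 nM GALK, 100 uM galactose and 35 uM ATP at pH 8.0 (20 mM HEPES, 5 mM MgCl2, 60 mM NaCl, 1 mM DTT, 0.01% BSA).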
BCR signal inh = chronic active BCR signaling inhibition; ABC-DLBCL IkBa-CBG/CBR reporter, luminescence ratio, 4 h; Potency, µM (titrated, usually from 46.1 µM), for inactives: at the top dose ratio change, negative = lower green/red ratio, usual class: inhibitors; hit rate 0.05% among 340,000; AID 493014; active = well fitted inhibition curve with a large enough effect in the signal ratio, with a control signal flat, not every such curve was filed as active; inconclusive = small, poorly fitted or top-dose-only effect, or effect the other way, or a change in a side signal; the % refers to the signal ratio;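 also: potency is read from the fitted curve at half-maximal effect; plate controls were basal doxycycline-induced cells for no effect and cells given 10 µM MG132 for full effect; MG132 reads +100%, hits lower the ratio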
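Cell line TMD8 (human ABC DLBCL), stably expressing tet-inducible CBG68-IkBa fusion and CBR; IMDM/0.5% FBS; cpd up to 46 uM; dox induction, 4 h, 37C/5% CO2; dual luminescence; green/red ratio; MG132 control.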
B2AR arrestin = beta2AR (human) beta-arrestin recruitment activity | P07550 | beta-arrestin recruitment to beta2AR, cell-based reporter | Potency, µM (highest dose often 46.1 µM), for inactives: top-dose activation, hits mostly activators | hit rate 0.02% among 330,000;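 also: potency is read from the fitted curve at half-maximal effect; 0% = DMSO controls and full agonism = EC100 isoproterenol or metaproterenol; nearly all actives have a fitted effect of over 65% in size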
Target sequence (P07550 whole entry, looked up): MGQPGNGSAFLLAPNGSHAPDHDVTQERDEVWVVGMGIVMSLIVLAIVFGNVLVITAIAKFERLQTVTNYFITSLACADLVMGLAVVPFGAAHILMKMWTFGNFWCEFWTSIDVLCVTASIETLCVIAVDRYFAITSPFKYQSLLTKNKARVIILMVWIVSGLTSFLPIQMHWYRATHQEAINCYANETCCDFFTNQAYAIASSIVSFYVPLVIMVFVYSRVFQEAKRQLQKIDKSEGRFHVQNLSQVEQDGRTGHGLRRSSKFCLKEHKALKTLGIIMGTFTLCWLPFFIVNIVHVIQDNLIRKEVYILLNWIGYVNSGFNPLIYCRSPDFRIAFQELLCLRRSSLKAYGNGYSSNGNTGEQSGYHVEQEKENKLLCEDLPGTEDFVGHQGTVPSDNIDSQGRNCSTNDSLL
FBPA coupling cs = counter-screen for Giardia aldolase inhibitors: coupling enzyme system. coupling enzyme system counterscreen, AmpLite Red fluorescence. activity change, negative = inhibition, % at 58.2 µM, hits read low. AID 2472. hit rate 0.67% among 290,000; in the data active = activity change below about -30%; also: % is scaled to controls: 0 for no effect and ±100 for the full control effect
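First, compound is pin-transferred into glyceraldehyde-3-phosphate coupling-enzyme reagent at 57.5 uM final and held 10 min at RT. Next, substrate, coupling system and AmpLite Red are added. After 20 min RT, fluorescence (525/598 nm) is read.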
Tb PFK inh = inhibitors of T. brucei phosphofructokinase. T. brucei PFK, ADP-Glo luminescence. hit rate 0.17% among 330,000. Potency, µM (series often up to 57.5 µM), for the others: at the highest dose activity, negative = inhibition, actives largely listed as inhibitors. O15648;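 also: potency is read from the fitted curve at half-maximal effect; 0% = uninhibited 1x PFK enzyme wells and -100% = no-enzyme wells; nearly all actives have a fitted effect of over 60% in size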
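Activity is normalized to no-enzyme wells (full inhibition) and 1.25 nM enzyme wells (no inhibition). Reaction: 0.5 mM F6P, 0.1 mM ATP, 45 min RT, ADP-Glo luminescence; concentration-response curves fitted and classed by quality.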
a7 integrin act = integrin-mediated muscular dystrophy alleviation activation; alpha7betagal myoblasts, beta-gal FDG fluorescence, 48 h; Potency, µM (top dose mostly 38.3 µM), for the others: top-dose activation, usual class: activators; hit rate 0.064% among 350,000; AID 624291;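 also: potency is read from the fitted curve at half-maximal effect; 100% = response of the positive control SU9516; nearly all actives have a fitted effect of over 60% in size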
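Alpha7betagal+/- myoblasts (passage 13) were plated 16-24 hr, then exposed to compounds (1:260 dilution of DMSO stock) for 48 hours at 37C. After MPER lysis, β-galactosidase reporter activity was read as FDG fluorescence (ex 480/em 540) after 30 minutes.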
PKM2 activator = activators of human pyruvate kinase M2 | P14618 | purified PKM2, Kinase-Glo ATP luminescence, activation; response scale: 0% is enzyme alone, no compound | Potency, µM (highest dose often 57.5 µM), inactives show top-dose activation, most hits filed as activators | hit rate 0.34% among 260,000 | AID 1631; also: potency is read from the fitted curve at half-maximal effect; % is scaled to controls: 0 for no effect and ±100 for the full control effect; nearly all actives have a fitted effect of over 55% in size
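hPK-M2, >95% pure; 0.1 mM ADP / 0.5 mM PEP final; imidazole pH7.2 buffer w/ 7 mM MgCl2, 50 mM KCl; 1 h RT; Kinase-Glo lum. Intermediate enzyme activity for dual inhibitor/activator qHTS.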
Giardia killer = kills Giardia lamblia; hit rate 0.15% among 340,000; activity change, % at 7.66 µM, hits read low; Giardia lamblia trophozoite viability; in the data active = activity change below about -80%; inconclusive = between about -30% and that limit;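 also: parasites exposed to compound for two days anaerobically before the ATP read; % is scaled to controls: 0 for no effect and ±100 for the full control effect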
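Trophozoite viability was measured as ATP-dependent luminescence, read 15-30 min after reagent addition. Before that, parasites at 100 cells/well were exposed to compounds for 48 h, anaerobically, at 37 deg C.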
Menin-MLL TR inh = displaces Texas Red mutant MLL peptide from human menin | Menin + Texas Red MLL mutant peptide, fluorescence polarization | Potency, µM (doses to about 61.6 µM), for the others: at the highest dose FP activity change, negative = inhibition, hits mostly inhibitors | hit rate 0.23% among 270,000; active = well fitted inhibition curve with a large enough effect in the polarisation, with a control signal flat, not every such curve was filed as active; inconclusive = small, poorly fitted or top-dose-only effect, or effect the other way, or a change in a side signal; inactive = no such curve, though single readings can be large or run the other way; the % refers to the polarisation; also: potency is read from the fitted curve at half-maximal effect; % of control where 0% means no effect; many of its hits are not listed in these tables
TSG101-PTAP inh = blocks PTAP/TSG101 interaction to inhibit HIV-1 budding; Fluorescence polarization, FITC-PTAP peptide / Tsg101 binding; Potency, µM (doses to about 115 µM), inactives show at the top dose activity change, negative = inhibition, hits mostly inhibitors; 340,000 tested, under 10 active; active = well fitted inhibition curve with a large enough effect in the main read-out, with a control signal flat, not every such curve was filed as active; inconclusive = small, poorly fitted or top-dose-only effect, or effect the other way, or a change in a side signal; inactive = no such curve, though single readings can be large or run the other way; also: potency is read from the fitted curve at half-maximal effect; % of control where 0% means no effect
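FP read-out: FITC-PTAP peptide, 50 nM final, binding Tsg101 binding domain, 10 uM final; 20 min, r.t.; 10 mM HEPES pH 7.5, 0.15 M NaCl, 0.01% Tween 20, 3 mM EDTA, 0.1 mM TCEP.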
S-ASM inh = human S-ASM enzyme inhibition; P17405; placental ASM, HMU-PC fluorogenic substrate, 60 min; Potency, µM (top dose mostly 57.5 µM), for inactives: at the top dose activity change, negative = inhibition, usual class: inhibitors; hit rate 0.006% among 340,000; AID 504937; also: potency is read from the fitted curve at half-maximal effect
Target sequence (P17405 47-631 limits assumed): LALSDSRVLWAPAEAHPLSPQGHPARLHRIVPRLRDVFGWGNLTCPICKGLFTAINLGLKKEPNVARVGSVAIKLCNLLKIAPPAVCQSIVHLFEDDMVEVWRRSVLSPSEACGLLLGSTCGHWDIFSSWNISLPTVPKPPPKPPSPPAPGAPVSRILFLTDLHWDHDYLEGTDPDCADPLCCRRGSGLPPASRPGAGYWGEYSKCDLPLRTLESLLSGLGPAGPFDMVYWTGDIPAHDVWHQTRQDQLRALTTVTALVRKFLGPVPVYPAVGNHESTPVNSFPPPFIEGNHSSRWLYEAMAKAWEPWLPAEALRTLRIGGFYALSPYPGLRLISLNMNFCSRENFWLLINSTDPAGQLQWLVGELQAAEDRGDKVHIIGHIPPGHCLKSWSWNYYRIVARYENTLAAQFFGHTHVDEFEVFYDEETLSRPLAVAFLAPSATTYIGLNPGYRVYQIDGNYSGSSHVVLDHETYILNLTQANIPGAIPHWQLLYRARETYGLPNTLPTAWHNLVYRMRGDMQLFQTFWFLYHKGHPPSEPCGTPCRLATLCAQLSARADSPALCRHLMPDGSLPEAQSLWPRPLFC
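Human placenta-derived ASM preincubated with compound 10 min at room temperature, then reacted with 9 uM (final) fluorogenic HMU-PC substrate for 60 min at 37 C. Stop solution raises pH to 10; fluorescence read at Ex 386/Em 447 nm.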
The depositor's hits bear a star; ? = inconclusive; . = not tested or not shown; [ ] = dose if it differs, or a comment. Unless noted, calls follow the shape of the dose curve; as a rule, active = well fitted curve in the direction sought with a large enough effect; inconclusive = small, poorly fitted or top-dose-only effect, or another doubt; inactive = no such curve, though single readings can be large; an effect the other way counts as inactive or inconclusive. An excerpt, so the mix of outcomes need not match the whole.

smiles	GALK inhibitor	BCR signal inh	B2AR arrestin	FBPA coupling cs	Tb PFK inh	a7 integrin act	PKM2 activator	Giardia killer	Menin-MLL TR inh	TSG101-PTAP inh	S-ASM inh
Cc1cc(NC(=O)Cn2nc(-c3ccccc3F)ccc2=O)ccc1-n1cnnn1	5%	3%	0.3%	6	6%	-1%[7.66 µM]	12%	12	10%	-5%	-5%
Cc1nc2cc(N3CCOCC3)c(NC(=O)C3CC3)cc2c(=O)n1Cc1ccccc1	0%	?	-0.3%	-2	2%	-6%	3%	7	5%	-4%	0%
CC(C)c1[nH]c(=O)c(C#N)c2c1CSC(C)(C)C2	4%	-13%	-0.5%	4	1%	-34%	2%	12	4%	-5%	47%
O=C(OCc1nc2ccc(Cl)cc2n1CCO)c1ccc2c(c1)OCO2	-3%	?	-0.3%	-18	-9%	13%	?	-4	.	-7%	4%
COc1ccc(/C=C/c2c(-c3ccc(OC)cc3)oc(=O)c3cc(OC)c(OC)cc23)cc1	.	?	0.1%	.	1%	13%	.	-20	.	-3%	276%[activator]
COC(=O)[C@]1(Cc2ccccc2)N[C@H](CN(C)C(C)=O)[C@@H]2C(=O)N(Cc3ccccc3)C(=O)[C@@H]21	.	-1%	-0.5%	.	-9%	0%	.	3	.	0%	5%
Cc1ccc(S(=O)(=O)NCc2cccnc2)cc1	1%	-6%	0.0%	-5	1%	15%	-1%	-2	-1%	-7%	3%
CCOc1ccccc1NC(=O)Cn1nnc(C(=O)Nc2ccc(C)cc2)c1N	0%	13%	-0.3%	4	-1%	5%	5%	6	16%	-8%	-2%
CCCN1CCN(CCCNC(=O)Cn2nc(C)n3c(cc4cc(F)ccc43)c2=O)CC1	-4%	5%	-0.8%	-3	4%	-6%	.	19	5%	-3%	2%
COc1ccc2c(c1OC)C(=O)N1C2SC(C)(C)[C@H]1C(=O)NCC(C)C (some centres undefined)	-3%	-10%	-0.6%	-2	4%	-3%	.	-15	?	0%	-1%
CC1(C)Cc2c(cnn2-c2ccccc2)C(NC(=O)CCN2CCCC2=O)C1 (centres undefined)	4%	-12%	0.4%	-1	-9%	?	.	-26	2%	0%	-1%
Cc1ccc(OCC(=O)NS(=O)(=O)c2ccccc2)cc1	-1%	4%	0.1%	15	4%	14%	-1%	-1	-3%	1%	0%
COc1ccccc1CN(C)CC(=O)Nc1ccc(Cl)cc1F	0%	-13%	0.0%	-3	-3%	6%	1%	7	?	1%	5%
O=C(COC(=O)C1CCN(c2ccc(C(F)(F)F)cn2)CC1)NCCc1ccccc1	.	-5%	0.2%	.	?	22%	.	-10	.	-2%	-11%
C/C(CCCO)=N/Nc1ccc([N+](=O)[O-])cc1[N+](=O)[O-]	1%	4%	-0.1%	2	1%	22%	24%	2	9%	0%	-17%
COC(=O)COc1cccc(NC(=O)c2ccc(Cl)cc2)c1	1%	?	0.1%	-3	1%	-8%	-1%	-10	11%	-10%	-3%
COc1ccc(OC)c(Nc2cc(C(=O)NCCCN3CCOCC3)c3ccccc3n2)c1	3%	2%	-0.4%	-18	-7%	-2%	2%	12	21%	-5%	-11%
CCc1ccc(N=c2c([N+](=O)[O-])nn(-c3ccccc3)n2O)cc1	-2%	11%	0.0%	-1	?	-34%	3%	?	?	-14%	-5%
O=C1C2CCCCC2C(=O)N1Cc1ccccc1 (centres undefined)	13%	8%	-0.3%	1	-1%	10%	-1%	-9	4%	-6%	3%
O=C(Nc1nnc(-c2ccccc2F)s1)C1CCN(S(=O)(=O)c2ccc(Cl)cc2)CC1	-2%	?	-1.2%	0	1%	6%	-5%	-8	-12%	-1%	0%
O/N=C/c1cc(Br)cc(Br)c1OCc1ccccc1	5%	3%	-0.2%	0	-1%	7%	-1%	5	25%	5%	-11%
O=C(COc1ccc(/C=N/NC(=O)c2ccncc2)cc1)Nc1cccc([N+](=O)[O-])c1	-2%	1%	-0.1%	-1	-4%	-17%	5%	9	12%	-5%	-2%
CCC(C)NCCOCCOc1ccc(C)cc1OC (centres undefined)	0%	0%	-0.1%	0	-8%	6%	-1%	?	4%	2%	4%
CC(=O)Nc1ccc(-c2csc(NC(=O)CN3C(=O)NC4(CCCC4)C3=O)n2)cc1	.	0%	0.3%	.	-1%	-22%	.	-5	.	1%	-4%
Brc1ccc(CSc2ccc3nnc(-c4cccnc4)n3n2)cc1	0%	-25%	0.2%	0	-1%	1%	-1%	-3	-3%	-4%	-29%
CC(=O)c1nnn(-c2cccc(C#N)c2)c1C	.	0%	-0.1%	-1	0%	20%	-5%	-1	.	-1%	7%
Cc1ccc(C)c(-n2c(-c3ccncc3)n[nH]c2=S)c1	.	2%	-0.3%	2	-3%	8%	4%	-7	.	-1%	4%
O=C(NCCc1ccc(F)cc1)N1CCOCC1	0%	-7%	-0.3%	3	2%	10%	1%	-4	50%[activator]	-6%	3%
CC(C)(CNS(=O)(=O)c1ccc(Cl)cc1)N1CCCCC1	-1%	5%	-0.4%	-3	0%	6%	-1%	-1	1%	5%	3%
CCOCCCN(C(=O)c1snc(C(N)=O)c1N)C(C(=O)NC1CCCC1)c1ccc(O)c(OC)c1 (centres undefined)	-1%	1%	-0.1%	-1	0%	1%	.	5	0%	0%	12%
O=C(NCC(c1ccco1)N1CCCC1)c1ccc(-n2cccn2)cc1 (centres undefined)	.	3%	0.5%	.	2%	0%	.	-3	.	-6%	6%
CNC(=O)c1ccc2nc(NC(C)=O)sc2c1	-3%	?	-0.1%	2	2%	?	-4%	13	-15%	-13%	7%
CCNC(=O)CC1SC(=Nc2cccc3ccccc23)N(C)C1=O (centres undefined)	.	5%	-1.0%	-14	0%	11%	-15%	-8	4%	-6%	5%
COCCNC(=O)CN(C(=O)Cn1nnc2ccccc21)c1cc(C)cc(C)c1	3%	-9%	-0.3%	2	-5%	-2%	-25%	-12	4%	0%	2%
O=C(COC(=O)c1cc(=O)c2ccccc2o1)Nc1ccccc1F	.	-2%	-0.9%	.	27%	-8%	.	-17	.	-9%	-1%
CCCCP(=O)(c1ccccn1)c1ccccn1	2%	0%	-0.9%	1	-5%	16%	-3%	13	2%	-5%	0%
Cc1cc(Cl)ccc1NC(=S)NCCC(c1ccccc1)c1ccccc1	1%	?	-0.1%	0	-1%	-47%[inhibitor]	-2%	10	-4%	-7%	-1%
CCOC(=O)C1CCCN(c2c(N3CCc4ccccc4C3)c(=O)c2=O)C1 (centres undefined)	2%	?	-0.6%	-3	0%	.	2%	.	-2%	.	.
Cc1c(C)c2ccc(OCC(=O)N3CCC(C(=O)O)CC3)cc2oc1=O	.	?	-0.6%	2	-5%	4%	1%	7	-6%	-4%	5%
COc1ccc(OC)c(C(=O)CSc2nnc(-c3cccnc3)n2C)c1	-1%	.	.	-1	.	11%	-1%	-19	-6%	-3%	6%
Cc1ccc(-c2nn(-c3ccccc3)cc2C(=O)Nc2cccc(S(=O)(=O)N3CCOCC3)c2)cc1	-3%	9%	-0.2%	0	5%	-23%	5%	18	-2%	-3%	-1%
O=C(NC1CCCc2ccccc21)C1CCCC1 (centres undefined)	.	5%	-1.0%	4	-1%	8%	.	-2	-20%	-18%	-4%
CC1CCN(c2nc3ccccn3c(=O)c2C=O)CC1	9%	5%	-1.2%	2	0%	-15%	-1%	-20	-9%	1%	2%
CCOc1ccccc1N1CCN(C(=O)Nc2ccc(Cl)c(Cl)c2)CC1	0%	0%	0.1%	-3	-15%	.	-7%	.	40%[activator]	.	.
CCCNC(=O)c1ccc(N2CCC3(CC2)CC(c2ccccc2)=NO3)c([N+](=O)[O-])c1	.	7%	3.1%	1	-3%	11%	2%	-3	5%	-11%	-15%
C#CCNCCS(=O)(=O)N(Cc1ccc(Br)cc1)[C@@H](C)C(=O)O	.	1%	2.7%	.	0%	18%	.	27	.	-3%	1%
